rTrxR1 inhibitor: qHTS Assay for Inhibitors of Mammalian Selenoprotein Thioredoxin Reductase 1 (TrxR1): qHTS; Thioredoxin reductase 1, cytoplasmic (Rattus norvegicus), O89049; recombinant rTrxR1, NADPH fluorescence consumption, selenite substrate; Potency, µM (doses to about 114 µM), without a hit: top-dose activity change, negative = inhibition, usual class: inhibitors; 390,000 compounds, 1% hits; AID 588453, 2011; further: on the % scale 0 is the no-effect control and ±100 the full control effect; nearly all actives have a fitted effect of over 65% in size
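Rat TrxR1 (90 nM in the dispensed reagent) was pre-reduced with 400 uM NADPH for 5 min at room temperature, then incubated with compound for 15 min. After 400 uM selenite was added, NADPH fluorescence (Ex 340/Em 450 nm) was followed for 8 min.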
TrxR1 substrate: qHTS Assay for Substrates of Mammalian Selenoprotein Thioredoxin Reductase 1 (TrxR1): qHTS | 390,000 compounds, 0.01% hits | Potency, µM (top dose mostly 114 µM), inactives show at the top dose activity change, negative = substrate turnover | Thioredoxin reductase 1, cytoplasmic (Rattus norvegicus), O89049 | AID 588456, 2011 | purified TrxR1 substrate turnover, NADPH consumption readout; further: on the % scale 0 is the no-effect control and ±100 the full control effect; nearly all actives have a fitted effect of over 50% in size
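Rat TrxR1, dispensed at 90 nM, was prereduced with 400 uM NADPH (final) for 5 min at ~22 deg C, then incubated with compound 15 min before 400 uM selenite. A first-read NADPH fluorescence drop versus no-compound background flagged substrates.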
RGS4 inhibitor: Inhibitors of Regulator of G Protein Signaling (RGS) 4: qHTS. 390,000 compounds, 0.039% hits. AID 504845, 2011. Regulator of G-protein signaling 4 (Homo sapiens), P49798. Potency, µM (series often up to 114 µM), for inactives: at the top dose activity change, negative = inhibition, most hits filed as inhibitors. Transcreener GDP fluorescence polarization, RGS4-accelerated GTP hydrolysis; further: on the % scale 0 is the no-effect control and ±100 the full control effect; nearly all actives have a fitted effect of over 75% in size; some results filed as inactive show a strong effect at the top dose
Target sequence (P49798 whole entry, looked up): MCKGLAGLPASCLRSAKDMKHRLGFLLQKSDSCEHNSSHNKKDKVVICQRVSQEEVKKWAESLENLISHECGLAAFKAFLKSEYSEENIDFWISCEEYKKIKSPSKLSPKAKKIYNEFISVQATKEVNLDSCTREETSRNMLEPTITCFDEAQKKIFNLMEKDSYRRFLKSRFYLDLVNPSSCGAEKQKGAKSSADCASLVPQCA
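MLSMR compounds (23 nl, pin-transferred) preincubated 10 min at room temperature with a 500nM (2x) first reagent, then RGS4 at 900nM (2x) plus Transcreener GDP mix added; fluorescence polarization (620/688 nm) read before and after 90 min at 30 °C.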
Vif-APOBEC3F blk: qHTS for Inhibitors of Vif-A3F Interactions: qHTS; Potency, µM (top dose mostly 46.1 µM), for the others: at the highest dose activity, negative = active; AID 602313, 2012; 390,000 compounds, 0.2% hits; HeLa A3F-eYFP + Vif (tagged APOBEC3F with the HIV-1 protein that degrades it), YFP fluorescence increase; further: % of control where 0% means no effect; nearly all actives have a fitted effect of over 65% in size
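HeLa cells stably expressing Vif plus C-terminally eYFP-tagged A3F were seeded, incubated overnight at 37 deg C, dosed with compound, incubated overnight again at 37 deg C. Yellow fluorescence (Ex 488/Em 500-530) reported blocked Vif-mediated A3F-eYFP degradation.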
Vif-A3G inh: qHTS for Inhibitors of Vif-A3G Interactions: qHTS | DNA dC->dU-editing enzyme APOBEC-3G (Homo sapiens), Q9HC16 | HeLa A3G-eYFP + Vif (tagged APOBEC3G with the HIV-1 protein that degrades it), YFP fluorescence, overnight | Potency, µM (highest dose often 46.1 µM), inactives show at the top dose activity, negative = active, hits mostly inhibitors | 410,000 compounds, 0.076% hits;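 further: on the % scale 0 is the no-effect control and ±100 the full control effect; nearly all actives have a fitted effect of over 60% in size; hits raise eYFP signal because A3G escapes Vif-driven loss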
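HeLa cells stably expressing Vif and C-terminally eYFP-tagged A3G, seeded overnight at 37 deg C, then exposed to compound by pintool overnight at 37 deg C. Rise in yellow fluorescence (Ex 488/Em 500-530, Acumen) marks blocked Vif-driven A3G degradation.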
12-LOX inh: Primary qHTS assay for inhibitors of human arachidonate 12S-lipoxygenase (ALOX12): Round 2; Polyunsaturated fatty acid lipoxygenase ALOX12 (Homo sapiens), P18054; purified 12hLO, xylenol orange hydroperoxide absorbance; Potency, µM (highest dose often 108 µM), inactives show at the top dose activity change, negative = inhibition, actives largely listed as inhibitors; 580,000 compounds, 1.1% hits; AID 1671190, 2021; further: on the % scale 0 is the no-effect control and ±100 the full control effect
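Hydroperoxide product was detected by ferrous iron/xylenol orange as the 573 to 405 nm absorbance ratio. Arachidonic acid at 40 uM (final) was turned over for 30 min at room temperature by 150 nM human 12hLO, pH 7.0 Hepes buffer, after 15 min compound preincubation.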
mIDH1 inhibitor: qHTS for Inhibitors of mutant isocitrate dehydrogenase 1 (IDH1): qHTS; 390,000 compounds, 0.093% hits; Potency, µM (series often up to 76.6 µM), without a hit: top-dose activity change, negative = inhibition, usual class: inhibitors; AID 602179, 2012; IDH1-R132H enzyme, NADPH consumption, diaphorase/resazurin fluorescence; Isocitrate dehydrogenase [NADP] cytoplasmic (Homo sapiens), O75874; further: on the % scale 0 is the no-effect control and ±100 the full control effect; nearly all actives have a fitted effect of over 65% in size
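IDH1-R132H (0.5 ug/mL dispensed) in pH 7.5 Tris buffer was preincubated 30 min with compound, then given a substrate mix of 0.016 mM NADPH and 2 mM alpha-KG for 80 min at room temperature; remaining NADPH was read by diaphorase/resazurin fluorescence.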
RXFP1 ag: qHTS Assay for Agonists of the Relaxin Receptor RXFP1 | Relaxin receptor 1 (Homo sapiens), Q9HBX9 | HEK293T-RXFP1 cAMP TR-FRET, 30 min; response scale: percent of porcine relaxin response, buffer zero | Potency, µM (series often up to 57.5 µM), for the others: at the highest dose activation, usual class: activators | 370,000 compounds, 0.3% hits | AID 2676, 2010; further: on the % scale 0 is the no-effect control and ±100 the full control effect; nearly all actives have a fitted effect of over 60% in size; many of its hits are not listed in these tables
Target sequence (Q9HBX9 whole entry, looked up): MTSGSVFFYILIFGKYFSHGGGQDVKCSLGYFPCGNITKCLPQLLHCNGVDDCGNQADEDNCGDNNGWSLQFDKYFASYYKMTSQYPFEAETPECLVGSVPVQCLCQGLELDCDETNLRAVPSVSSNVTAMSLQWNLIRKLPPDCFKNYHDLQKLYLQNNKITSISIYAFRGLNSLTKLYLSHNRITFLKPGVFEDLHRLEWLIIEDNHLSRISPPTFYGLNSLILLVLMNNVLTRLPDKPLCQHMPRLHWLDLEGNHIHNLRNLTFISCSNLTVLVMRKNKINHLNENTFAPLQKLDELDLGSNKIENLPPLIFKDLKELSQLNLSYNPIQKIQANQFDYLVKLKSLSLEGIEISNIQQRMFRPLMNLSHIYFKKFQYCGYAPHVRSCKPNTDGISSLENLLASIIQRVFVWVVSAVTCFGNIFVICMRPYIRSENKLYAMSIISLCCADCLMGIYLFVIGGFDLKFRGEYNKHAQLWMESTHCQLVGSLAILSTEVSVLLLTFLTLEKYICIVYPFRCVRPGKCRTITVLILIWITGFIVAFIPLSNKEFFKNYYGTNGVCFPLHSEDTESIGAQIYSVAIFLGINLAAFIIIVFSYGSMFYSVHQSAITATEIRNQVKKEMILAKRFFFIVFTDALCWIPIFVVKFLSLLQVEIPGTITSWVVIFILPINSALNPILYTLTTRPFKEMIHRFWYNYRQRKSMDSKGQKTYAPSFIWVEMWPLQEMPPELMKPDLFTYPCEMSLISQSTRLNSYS
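HEK293 cells stably expressing RXFP1, treated 30 min at 37C with compounds plus PDE4 inhibitor Ro 20174; cAMP measured by HTRF TR-FRET. Normalized to buffer and 29 nM porcine relaxin; EC50 by Hill fit.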
USP1-UAF1 inh: Inhibitors of USP1/UAF1: Primary Screen. 390,000 compounds, 0.23% hits. recombinant USP1/UAF1, Ub-Rhodamine cleavage fluorescence. Potency, µM (top dose mostly 57.1 µM), without a hit: at the highest dose activity change, negative = inhibition, most hits filed as inhibitors. Ubiquitin carboxyl-terminal hydrolase 1 (Homo sapiens), O94782; further: on the % scale 0 is the no-effect control and ±100 the full control effect; nearly all actives have a fitted effect of over 60% in size; inactives centre near -12
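Step one: compound is pinned into 1nM USP1/UAF1 in HEPES pH 7.8 buffer with TCEP. Step two: 15 min room-temperature incubation. Step three: Ub-Rho (150nM final) starts cleavage, tracked by fluorescence over six one-minute reads.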
Starred values were filed as active, the others as inactive; ? = inconclusive; / = no result given; & = joins results of further samples; [ ] = dose if it differs, or a comment. The call rests on the fitted dose curve; in most records, active means well fitted curve in the direction sought with a large enough effect; inconclusive means small, poorly fitted or top-dose-only effect, or another doubt; inactive means no such curve, though single readings can be large; an effect the other way counts as inactive or inconclusive. Potency means the concentration at half of the fitted maximal effect.

Molecule | RXFP1 ag | USP1-UAF1 inh | TrxR1 substrate | rTrxR1 inhibitor | mIDH1 inhibitor | Vif-APOBEC3F blk | Vif-A3G inh | RGS4 inhibitor | 12-LOX inh
CC(C)N(C(=O)Nc1ccc2nccnc2c1)C(C)C | 2.5% | -17% | 41% | 31%[57.1 µM] | 2% | -12% | 1% | -4% | 0%
O=C(N/N=C/c1ccc(O)cc1O)c1ccc(NC(=O)C2CCCCC2)cc1 | 3.7% | -27% | -6% | -4% | -19% | -13% | ? | 10% | -5%
Cc1ccc(S(=O)(=O)C(CNC(=O)c2c(F)cccc2F)c2ccco2)cc1 (stereo not given) | -0.2% | -15% | -4%[57.1 µM] | 10%[57.1 µM] | 13% | -4% | 1% | 2% | -25%
COc1ccccc1NC(=O)c1csc(-n2nc(C)cc2C(F)(F)F)n1 | 2.1% | -20% | 11% | 3% | 1% | -6% | 0% | -18% | -9%
CC(C)NC(=O)c1cc(-c2ccc(Br)cc2)on1 | -0.7% | -10% | 10% | 4% | 5% | -7% | 3% | 5% | ?
Cc1ccc(C)c(S(=O)(=O)c2cn(Cc3ccccc3)c3cc(N4CCCC4)c(F)cc3c2=O)c1 | 6.1% | -15% | 60%[activator] | 31%[activator] | 8% | -1% | 9% | -33% | -14%
CCc1ccc2c(c1)c(=O)c(C(=O)c1ccccc1)cn2CC(=O)Nc1ccc(C)c(Cl)c1 | -0.3% | -24% | -5% | 5% | -1% | -4% | -6% | 9% | ?
CCSc1nnnn1-c1cccc(C(=O)O)c1 | -1.6% | -14% | -1%[57.1 µM] | 16%[57.1 µM] | -3% | -4% | -1% | -4% | -8%
Cc1cc2oc(=O)cc(-c3ccccc3)c2c(C)c1-c1ccc(O)cc1 | / | -5% | -6% | 0% | -10% | ? | -1% | 17% | ?
COc1cc(/C=N/n2c(C)n[nH]c2=S)ccc1OCc1ccccc1 | 2.8% | -21% | 2% | 6% | -1% | -19% | 1% | -34% | 6%
CC(=O)Oc1ccc2occ(/C=N/c3cc(=O)[nH]c(=S)[nH]3)c(=O)c2c1 | 1.9% | -14% | -15% | -11% | 0% | 1% | -1% | -8%[11.4 µM] | ?
COc1ccc(N2CCN(C(=O)CNC(=O)c3nn(-c4ccc(OC)cc4)c(=O)c4ccccc34)CC2)cc1 | -0.6% | -14% | 0% | 12% | 13% | 12% | 2% | 13% | -8%
COc1cccc(C(=O)Nc2nnc(SCC(=O)NC3CCCC3)s2)c1 | -1.3% | -9% | 5%[0.0914 µM] | 5%[57.1 µM] | 6% | -3% | -3% | -13% | 19%
COc1cccc2c(Cl)c(CCCl)c(C)nc12 | 1.1% | -29% | 9% | 23% | 1% | -18% | -8% | -13% | 0%
O=C(Cn1c(=O)oc2ccccc21)NC(=O)NCc1ccccc1 | 2.4% | -12% | -6% | 0% | 14% | / | -7% | 4% | 11%
O=C(NC1CCCc2ccccc21)c1ccc(Br)cc1 (stereo not given) | 0.6% | -24% | -5% | -2% | 4% | 4% | -14% | -4% | 29%
COc1ccc(C(=O)N2CCNC(=O)C2CC(=O)Nc2ccc(C)cc2)cc1 (stereo not given) | -1.1% | -18% | 8%[57.1 µM] | 10% | 8% | -9% | -4% | 0% | -3%
Cc1ccccc1OCC(=O)OCC(=O)NCc1ccc2c(c1)OCO2 | / | -9% | 2% | 6% | 4% | 12% | 4% | -22% | -2%
O=C(CCC(=O)Nc1ccccc1Cl)NNC(=O)Nc1cccc([N+](=O)[O-])c1 | -2.8% | -4% | -5% | -7% | 0% | -9% | -3% | 26% | 10%
CCOC(=O)c1cnn(-c2nc(-c3ccc(F)cc3)cs2)c1C(F)(F)F | 1.3% | -26% | 29% | 17% | 4% | 0% | -6% | -11% | -10%
Cc1ccc(-c2nc(SCC(N)=O)c(C#N)c3c2CCCC3)cc1 | 0.7% | -6% | 11% | 20% | ? | -2% | -1% | 18% | -10%
CC(C)Oc1ccc(CNC(=O)c2ccc(CN3CC(=O)N4CCCCC4C3=O)cc2)cc1 (stereo not given) | -0.7% | -28% | -5% | 5% | 4% | -1% | 3% | 6% | -21%
CC1CC(C)CN(C(=O)c2cc(-c3ccccn3)nc3ccccc23)C1 (stereo not given) | -0.2% | -11% | 4%[57.1 µM] | 4%[57.1 µM] | 16% | 3% | 2% | -17% | 0%
COc1ccccc1NC(=O)c1ccc(COc2ccccc2OC)cc1 | / | -10% | 6%[57.1 µM] | 9%[57.1 µM] | 3% | -14% | -6% | 9% | 44%[activator]
O=C(Nc1ccc(C(=O)N2CCCCC2)cc1)Nc1cccc(Cl)c1 | 0.4% | -22% | -8% | -5% | 4% | -7% | -8% | -44% | 0%
COc1ccc(/C=N/Nc2cc(N(C)C)nc(N(C)C)n2)cc1 | 2.9% | ? | -15% | -20% | 6% | -8% | -13% | -38% | -20%
Cc1ccc(CNC(=O)Cn2c(=O)n(-c3ccc(C)cc3)c(=O)c3c2c2cc(C)ccc2n3C)cc1 | -0.2% | -6% | 10% | -1% | -12% | -6% | -4% | 34% | 24%
Cc1ccc(C)c(CN2C(=O)c3ccccc3S(=O)(=O)c3ccc(C(=O)N4CCN(C)CC4)cc32)c1 | 5.6%&1.2% | -5%&-11% | -2%&-2% | 4%&-21% | 2% | -1% | -1% | 20%&-18% | -3%&-19%
CCCn1c(=S)[nH]c2cc(C(=O)N3CCCC(C(=O)OCC)C3)ccc2c1=O (stereo not given) | 0.2% | 2% | -7% | ? | -7% | 5% | 2% | 5% | 6%
CCN(CC)S(=O)(=O)c1ccc2c(c1)nc(SCC(=O)N(C)C1CCS(=O)(=O)C1)n2CC (stereo not given) | 2.6% | 0% | -4%[57.1 µM] | -4%[57.1 µM] | 20% | -12% | -6% | -10% | -14%
O=C(Cn1cnc2c(oc3ccccc32)c1=O)NCc1ccco1 | 17% | -1% | 4% | ? | -1% | 5% | 2% | -20% | -4%
CC1CCN(C(=O)CCNS(=O)(=O)c2ccc(Cl)cc2)CC1 | 0.0% | -16% | 2% | 10% | 0% | -1% | -1% | -14% | -7%
COc1ccc(CCCC(=O)N/N=C\c2cccs2)cc1 | 1.3% | -18% | -16% | -11% | 17% | 5% | -1% | -2% | -2%
Cc1cccn2c(=O)c3cc(C(=O)NCCN4CCOCC4)c(=N)n(CCN4CCOCC4)c3nc12 | ? | -15% | 71%[activator] | 2% | -2% | -8% | 1% | 6% | ?
CN(C)c1ccc(-c2ccc3oc(-c4ccsc4)cc(=O)c3c2)cn1 | / | -1% | 1% | 16% | 1% | -13% | 1% | 0% | -5%
Cc1cc(OC(C)C(=O)Nc2ccccc2C(=O)N2CCCC2)ccc1Cl (stereo not given) | -2.0% | -15% | -9% | -7% | 8% | 5% | 0% | -32% | 2%
Cc1cccc(N(CC(=O)NCc2ccccc2)C(=O)Cn2nnc(-c3ccc(C)o3)n2)c1 | 1.5% | -5% | -3% | 6% | 10% | -13% | 1% | -25% | -1%
O=C(NCCN1CCOCC1)c1ccc2c(c1)ncn2C1CCCC1 | 0.4% | -24% | -1% | 3% | 0% | -4% | 6% | 9% | -11%
Cn1cc(S(=O)(=O)NCc2cccs2)c(=O)n(C)c1=O | 0.7% | -23% | 15%[57.1 µM] | 9%[57.1 µM] | 0% | 1% | 1% | 12% | 12%
CCCOc1ccc2c3c(c(=O)oc2c1)CCCC3 | -0.6% | -14% | 92%[activator][57.1 µM] | 20%[57.1 µM] | 16% | -1% | -1% | -4%[11.4 µM] | -1%
CC(=O)c1c(C)oc2ccc(NS(=O)(=O)c3ccc(O)c(C(=O)O)c3)cc12 | 0.9% | 4% | -6% | -17% | 9% | / | -1% | 47% | 16µM*

From PubChem

A portion of the library. The share of hits here may be higher or lower than overall.
